p53 reactivation = qHTS assay for re-activators of p53 using a Luc reporter; Potency, µM (highest dose often 92.2 µM), for inactives: top-dose activity change, positive = activation, most hits filed as activators; H1299 p53-A138V BP100-luciferase reporter, luminescence, 24 h; AID 504706, 2011; actives 0.063% (n = 320,000); also: % of control where 0% means no effect; nearly all actives have a fitted effect of over 45% in size
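H1299 (p53-null), stable ts p53-A138V + BP100-Luc; 1000 cells/well, Opti-MEM/10% FBS; cpd 4 pt, 1:5; 24 h, 37 deg C, 5% CO2; detection reagent 10 min RT; luminescence.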
NPC1 promoter act = qHTS Assay for NPC1 Promoter Activators. Huh7 NPC1 promoter luciferase reporter, 24 h. Potency, µM (top dose mostly 9.22 µM), inactives show top-dose activation, actives largely listed as activators. actives 2.4% (n = 320,000). AID 485313, 2010;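 also: % of control where 0% means no effect; nearly all actives have a fitted effect of over 60% in size; reporter is driven by a mutant NPC1 promoter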
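Cells: Huh7 expressing luciferase under the NPC1 promoter, 1500/well. Seeded 2 h, compound added, incubated 24 h at 37 °C. Luciferase reagent, 10 min ambient, then luminescence.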
MBNL1 CUG block = qHTS Assay for Inhibitors of MBNL1-poly(CUG) RNA binding | Muscleblind-like protein 1 (Homo sapiens), Q9NR56 | TR-FRET MBNL1-His/biotin-(CUG)12 binding, 665/545 ratio | Potency, µM (top dose mostly 57.5 µM), for the others: at the top dose activity change, negative = inhibition, hits mostly inhibitors | actives 0.036% (n = 280,000); active = well fitted inhibition curve with a large enough effect in the signal ratio, with a control signal flat, not every such curve was filed as active; inconclusive = small, poorly fitted or top-dose-only effect, or effect the other way, or a change in a side signal; inactive = no such curve, though single readings can be large or run the other way; the % refers to the signal ratio; also: % is scaled to controls: 0 for no effect and ±100 for the full control effect
Target sequence (Q9NR56 whole entry, looked up): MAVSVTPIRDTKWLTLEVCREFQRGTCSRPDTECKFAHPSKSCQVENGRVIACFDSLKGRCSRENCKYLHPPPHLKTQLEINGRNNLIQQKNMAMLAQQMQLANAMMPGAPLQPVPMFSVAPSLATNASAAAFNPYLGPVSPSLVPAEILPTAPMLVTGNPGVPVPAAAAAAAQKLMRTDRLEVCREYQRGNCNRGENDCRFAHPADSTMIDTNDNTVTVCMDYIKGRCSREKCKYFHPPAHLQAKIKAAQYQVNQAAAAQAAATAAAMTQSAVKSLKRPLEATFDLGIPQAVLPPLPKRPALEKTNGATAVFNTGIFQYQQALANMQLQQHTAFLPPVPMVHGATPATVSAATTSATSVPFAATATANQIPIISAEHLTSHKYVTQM
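Compound titration spanned 92 nM–58 uM against the MBNL1-His/biotin-(CUG)12 complex. After 60 min at room temperature with 5 nM streptavidin-XL665 and 0.055 ng/ul terbium anti-His, ratiometric 665/545 nm emission (Ex 340 nm) normalized to controls.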
RORgamma inh = qHTS for inhibitors of ROR gamma transcriptional activity; Drosophila S2 Gal4-RORgamma UAS-luciferase reporter, 20 h; Potency, µM (top dose mostly 53.6 µM), for the others: top-dose activity change, negative = inhibition, most hits filed as inhibitors; actives 5.4% (n = 310,000); Nuclear receptor ROR-gamma (Mus musculus), P51450; also: % is scaled to controls: 0 for no effect and ±100 for the full control effect; nearly all actives have a fitted effect of over 60% in size
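Compounds are pin-transferred onto Drosophila Schneider cells expressing a copper-inducible Gal4–ROR gamma transactivation domain fusion. After 1 hr, copper sulfate is added to 700 uM final; luciferase is read 20 hr later.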
FLuc modulator = qHTS profiling assay for firefly luciferase inhibitor/activator using purifed enzyme and Km concentrations of substrates (counterscreen for miR-21 project); purified FLuc, Km substrates, luminescence inhibition; Potency, µM (doses to about 57.5 µM), without a hit: at the top dose activity change, negative = inhibition, actives largely listed as inhibitors; actives 6.9% (n = 360,000); AID 588342, 2011; Luciferin 4-monooxygenase (Photinus pyralis), P08659;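 also: plate controls were vehicle for no effect and reference inhibitor for full effect; nearly all actives have a fitted effect of over 55% in size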
Target sequence (P08659 whole entry, looked up): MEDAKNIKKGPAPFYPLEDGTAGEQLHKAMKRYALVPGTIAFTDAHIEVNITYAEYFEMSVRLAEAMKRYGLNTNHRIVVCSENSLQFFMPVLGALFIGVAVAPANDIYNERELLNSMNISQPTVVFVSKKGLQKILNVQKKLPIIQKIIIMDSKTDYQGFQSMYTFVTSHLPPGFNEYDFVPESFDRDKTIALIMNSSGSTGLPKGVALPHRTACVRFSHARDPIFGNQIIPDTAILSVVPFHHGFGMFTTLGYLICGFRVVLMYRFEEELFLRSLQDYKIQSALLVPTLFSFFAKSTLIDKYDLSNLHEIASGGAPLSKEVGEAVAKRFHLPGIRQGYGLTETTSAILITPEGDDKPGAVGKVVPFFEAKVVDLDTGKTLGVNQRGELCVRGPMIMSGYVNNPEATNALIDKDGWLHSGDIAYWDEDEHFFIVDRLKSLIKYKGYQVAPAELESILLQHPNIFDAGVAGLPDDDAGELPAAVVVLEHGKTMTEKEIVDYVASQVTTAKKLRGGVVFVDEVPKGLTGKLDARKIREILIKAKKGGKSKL
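Purified P. pyralis luciferase, 10 nM final, with Km-level 10 uM D-luciferin and 10 uM ATP in 50 mM Tris acetate pH 7.5, 10 mM Mg acetate, 0.01% Tween-20, 0.05% BSA; 6-point qHTS titration about 60 µM downward; luminescence read.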
Gal4-VP16 FLuc = VP16 counterscreen qHTS for inhibitors of ROR gamma transcriptional activity. actives 3.5% (n = 310,000). Drosophila S2 Gal4-VP16 UAS-luciferase, luminescence, 20 h. AID 2546, 2010. Potency, µM (doses to about 53.6 µM), for inactives: at the highest dose activity, negative = inhibition, most hits filed as inhibitors;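 also: Gal4-VP16 expression switched on by copper sulfate through the metallothionein promoter; % is scaled to controls: 0 for no effect and ±100 for the full control effect; nearly all actives have a fitted effect of over 50% in size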
BRCA1 expr act = qHTS Assay to Identify Small Molecule Activators of BRCA1 Expression | AID 624202, 2012 | Potency, µM (series often up to 46.1 µM), without a hit: at the top dose activation, most hits filed as activators | MCF7-BRCA1-FFLuc reporter, luminescence, 48 h; response scale: scaled: vehicle 0%, 10 µM genistein 100% | actives 1.1% (n = 380,000); also: nearly all actives have a fitted effect of over 80% in size; some results filed as inactive show a strong effect at the top dose
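Using MCF7 cells harboring a BRCA1 firefly luciferase reporter, plated 2 h before compound pinning, the screen measured luminescence after 48 h incubation. Responses were normalized to DMSO and 10 microM genistein, then fitted for concentration-effect.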
ELG1 genotox = qHTS screen for small molecules that induce genotoxicity in human embryonic kidney (HEK293T) cells expressing luciferase-tagged ELG1. actives 1.3% (n = 330,000). HEK293T ELG1-luciferase reporter, luminescence, 16 h. Potency, µM (doses to about 46 µM), without a hit: top-dose activity change, positive = activation, most hits filed as activators; also: % of control where 0% means no effect; nearly all actives have a fitted effect of over 60% in size
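After overnight (16 hr) compound treatment at 37 °C, ELG1-luciferase HEK293T cells were lysed with ONE-Glo; luminescence quantified 30 min later at room temperature.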
uPA surface inh = qHTS for Inhibitors of Cell Surface uPA Generation; cell surface uPA generation assay, qHTS; Potency, µM (series often up to 38.3 µM), without a hit: at the highest dose activity change, negative = inhibition, most hits filed as inhibitors; actives 0.31% (n = 330,000); AID 540303, 2011; active = well fitted inhibition curve with a large enough effect; inconclusive = small, poorly fitted or top-dose-only effect; inactive = no such curve, though single readings can be large or run the other way; tested in mouse RAW 264.7 cells; also: % is scaled to controls: 0 for no effect and ±100 for the full control effect; nearly all actives have a fitted effect of over 55% in size
Rab9 promoter act = qHTS Assay for Rab9 Promoter Activators | Huh7 Rab9 promoter-luciferase reporter, luminescence, 24 h | Potency, µM (highest dose often 9.22 µM), without a hit: at the highest dose activation, negative = inhibition, hits mostly activators | actives 2.8% (n = 320,000) | AID 485297, 2010; also: % of control where 0% means no effect; nearly all actives have a fitted effect of over 60% in size
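Cells were plated at 1500 per well in reduced-serum medium with 10% FBS and left 2 h. Compound in DMSO was then added for 24 h at 37 °C. Reporter signal was read by luminescence after 10 min with luciferase detection reagent.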
An asterisk follows results filed as active; & = joins results of further samples; [ ] = dose if it differs, or a comment. Unless noted, calls follow the shape of the dose curve; as a rule, active = well fitted curve in the direction sought with a large enough effect; inconclusive = small, poorly fitted or top-dose-only effect, or another doubt; inactive = no such curve, though single readings can be large; an effect the other way counts as inactive or inconclusive. Potency is read from the fitted curve at half-maximal effect. Hits appear at their usual frequency; overall some 13% were active at least once.

What do the screens show for `O=C(CNC(=O)c1ccc2c(c1)OCCO2)N/N=C/c1ccc(Cl)cc1`?
p53 reactivation: -2%; NPC1 promoter act: -2%; MBNL1 CUG block: 2%; RORgamma inh: 10%; FLuc modulator: inconclusive; Gal4-VP16 FLuc: -7%; BRCA1 expr act: -11%; ELG1 genotox: -1%; uPA surface inh: -3%; Rab9 promoter act: -2%

What do the screens show for `Cc1c(NC(=O)COC(=O)Cc2ccc(F)cc2)c(=O)n(-c2ccccc2)n1C`?
p53 reactivation: 2%; NPC1 promoter act: -3%; FLuc modulator: 4%; BRCA1 expr act: 1%; ELG1 genotox: 3%; uPA surface inh: -4%; Rab9 promoter act: -2%

Results for Cc1ccc(N=C/C(C(=O)C(F)(F)F)=C(\O)c2ccco2)cc1Cl ?
p53 reactivation: inconclusive; NPC1 promoter act: 2%; MBNL1 CUG block: 30%; RORgamma inh: inconclusive; FLuc modulator: 9.5µM*; Gal4-VP16 FLuc: inconclusive; BRCA1 expr act: -15%; ELG1 genotox: inconclusive; uPA surface inh: -3%; Rab9 promoter act: 0%

How did CC1CC1c1ccc(/C=C(\C#N)C(=O)Nc2ccccc2Cl)o1 (stereo not drawn) do in these assays?
p53 reactivation: 1%; NPC1 promoter act: 16%; RORgamma inh: inconclusive; FLuc modulator: 19µM*; Gal4-VP16 FLuc: 26%; BRCA1 expr act: 55%; ELG1 genotox: 18%; uPA surface inh: 2%; Rab9 promoter act: 22%

How did CCOC(=O)C(=O)N1CCN(CC)CC1 do in these assays?
p53 reactivation: -6%; NPC1 promoter act: -7%; MBNL1 CUG block: -3%; RORgamma inh: 12%; FLuc modulator: 0%; Gal4-VP16 FLuc: -12%; BRCA1 expr act: 5%; ELG1 genotox: 3%; uPA surface inh: -5%; Rab9 promoter act: -2%

What do the screens show for `CCCC1=C(C(=O)OCC)C(c2cc(Cl)cc(OC)c2OCC(=O)OCC)NC(=O)N1` (stereo not drawn)?
p53 reactivation: -1%; NPC1 promoter act: -1%; MBNL1 CUG block: -7%; RORgamma inh: 24%; FLuc modulator: 0%[2.3 µM]; Gal4-VP16 FLuc: 4%; BRCA1 expr act: -26%; ELG1 genotox: -10%; uPA surface inh: 4%; Rab9 promoter act: -1%

Results for CCCCn1c(N)c(N(CC(C)C)C(=O)COc2cc(C)ccc2Cl)c(=O)[nH]c1=O ?
p53 reactivation: -2%; NPC1 promoter act: -2%; FLuc modulator: -1%; BRCA1 expr act: -7%; ELG1 genotox: -1%; uPA surface inh: 2%; Rab9 promoter act: -2%

Results for Cc1cccc(CS(=O)(=O)c2ncc(Cl)c(C(=O)NCc3ccccc3)n2)c1 ?
p53 reactivation: -18%; NPC1 promoter act: -25%; MBNL1 CUG block: 1%; RORgamma inh: 5.6µM*; FLuc modulator: 2%&-3%; Gal4-VP16 FLuc: 3.2µM*; BRCA1 expr act: -64%; ELG1 genotox: -26%; uPA surface inh: inconclusive; Rab9 promoter act: -9%

What do the screens show for `COc1ccc(NC(=O)[C@@H](NC(N)=O)C(C)C)cc1Cl`?
p53 reactivation: -4%; NPC1 promoter act: 0%; MBNL1 CUG block: -1%; RORgamma inh: -24%; FLuc modulator: -1%; Gal4-VP16 FLuc: 0%; BRCA1 expr act: -8%; ELG1 genotox: 0%; uPA surface inh: 0%; Rab9 promoter act: -1%

What do the screens show for `CCNc1nc(-c2cc(C)n(Cc3ccco3)c2C)cs1`?
p53 reactivation: 7%; NPC1 promoter act: 1%; MBNL1 CUG block: -5%; RORgamma inh: -15%; FLuc modulator: inconclusive; Gal4-VP16 FLuc: -7%; BRCA1 expr act: 0%; ELG1 genotox: -6%; uPA surface inh: 3%; Rab9 promoter act: 3%

Brought forward from above: 2 compounds; new compounds follow.
What do the screens show for `COc1ccc(NC(=O)[C@@H](NC(N)=O)C(C)C)cc1Cl`?
p53 reactivation: -4%; NPC1 promoter act: 0%; MBNL1 CUG block: -1%; RORgamma inh: -24%; FLuc modulator: -1%; Gal4-VP16 FLuc: 0%; BRCA1 expr act: -8%; ELG1 genotox: 0%; uPA surface inh: 0%; Rab9 promoter act: -1%

What do the screens show for `CCNc1nc(-c2cc(C)n(Cc3ccco3)c2C)cs1`?
p53 reactivation: 7%; NPC1 promoter act: 1%; MBNL1 CUG block: -5%; RORgamma inh: -15%; FLuc modulator: inconclusive; Gal4-VP16 FLuc: -7%; BRCA1 expr act: 0%; ELG1 genotox: -6%; uPA surface inh: 3%; Rab9 promoter act: 3%

Results for CC12CC(NC(=O)N1CCc1ccccc1)c1cc(Cl)ccc1O2 (stereo not drawn) ?
p53 reactivation: -11%; NPC1 promoter act: -2%; MBNL1 CUG block: -1%; RORgamma inh: 34%; FLuc modulator: 3%; Gal4-VP16 FLuc: 5%; BRCA1 expr act: -67%; ELG1 genotox: -5%; uPA surface inh: 3%; Rab9 promoter act: -4%

How did O=C(c1ccccc1)N(Cc1ccccc1)c1ccccn1 do in these assays?
p53 reactivation: 2%; NPC1 promoter act: 1%; MBNL1 CUG block: 2%; RORgamma inh: 22%; FLuc modulator: -1%; Gal4-VP16 FLuc: -4%; BRCA1 expr act: -9%; ELG1 genotox: -1%; Rab9 promoter act: -1%

Results for CC(=O)NC12CC3CC(C1)CC(C(=O)N1CCN(S(=O)(=O)c4ccccc4[N+](=O)[O-])CC1)(C3)C2 ?
p53 reactivation: inconclusive; NPC1 promoter act: -4%; FLuc modulator: 2%; BRCA1 expr act: -10%; ELG1 genotox: -2%; uPA surface inh: -8%; Rab9 promoter act: 3%

How did O=C(Nc1ccccc1F)c1ccc(-n2cncn2)nc1 do in these assays?
p53 reactivation: 3%; NPC1 promoter act: -1%; MBNL1 CUG block: 8%; RORgamma inh: -14%; FLuc modulator: -2%; Gal4-VP16 FLuc: -3%; BRCA1 expr act: 5%; ELG1 genotox: 0%; uPA surface inh: 10%; Rab9 promoter act: 3%

How did COCCCn1cnnc1SC(C)C(=O)Nc1ccc(S(=O)(=O)N2CCOCC2)cc1 (stereo not drawn) do in these assays?
p53 reactivation: -1%; BRCA1 expr act: 20%; ELG1 genotox: 1%; uPA surface inh: 9%

Results for O=C(Nc1ccc(Oc2ccccc2)cc1)C1CCN(c2ncccn2)CC1 ?
p53 reactivation: 5%; NPC1 promoter act: 2%; MBNL1 CUG block: -6%; RORgamma inh: -7%; FLuc modulator: 5%; Gal4-VP16 FLuc: -9%; BRCA1 expr act: -8%; ELG1 genotox: 0%; uPA surface inh: 4%; Rab9 promoter act: -4%

What do the screens show for `C/C(=N\NC(N)=S)c1cccnc1`?
p53 reactivation: -4%; NPC1 promoter act: -3%; RORgamma inh: -8%; FLuc modulator: 0%; Gal4-VP16 FLuc: 4%; BRCA1 expr act: 8%; ELG1 genotox: -1%; uPA surface inh: -4%; Rab9 promoter act: -4%

Results for O=C(O)c1cc2c(cc1NC(=O)c1ccccc1OC(F)F)OCCCO2 ?
p53 reactivation: -1%; NPC1 promoter act: 0%; MBNL1 CUG block: -1%; RORgamma inh: -5%; FLuc modulator: inconclusive; Gal4-VP16 FLuc: 5%; BRCA1 expr act: -23%; ELG1 genotox: 4%; uPA surface inh: 1%; Rab9 promoter act: 0%

What do the screens show for `O=C(CSc1ccccn1)Nc1ccc2[nH]c(=O)[nH]c2c1`?
p53 reactivation: 6%; NPC1 promoter act: -6%; FLuc modulator: 3%; BRCA1 expr act: 0%; ELG1 genotox: 3%; uPA surface inh: -1%; Rab9 promoter act: -1%

Results for CC1=C(Sc2ccccn2)C(=O)NC(C)(C)C1 ?
p53 reactivation: 1%; NPC1 promoter act: -2%; MBNL1 CUG block: 2%; RORgamma inh: 1%; FLuc modulator: 4%; Gal4-VP16 FLuc: 1%; BRCA1 expr act: 30%; ELG1 genotox: 3%; uPA surface inh: -1%; Rab9 promoter act: -1%

Results for CCC(CC)C(=O)N=C1SC2CS(=O)(=O)CC2N1CCc1ccc(OC)cc1 (stereo not drawn) ?
p53 reactivation: 1%; NPC1 promoter act: -2%; MBNL1 CUG block: -6%; RORgamma inh: 21%; FLuc modulator: 1%; Gal4-VP16 FLuc: 2%; BRCA1 expr act: -1%; ELG1 genotox: -1%; uPA surface inh: -8%; Rab9 promoter act: -6%

How did Cc1ccc(C(=O)OCC(=O)NCc2cc(C)c(O)c(C)c2)cc1S(=O)(=O)N1CCCCC1 do in these assays?
p53 reactivation: -9%; NPC1 promoter act: 1%; FLuc modulator: -3%; BRCA1 expr act: -40%; ELG1 genotox: -3%; uPA surface inh: -12%; Rab9 promoter act: -9%

Results for CSc1ccc(/C=C/C(=O)N2CCCN(C)CC2)cc1 ?
p53 reactivation: 16%; NPC1 promoter act: 9%; MBNL1 CUG block: 18%; RORgamma inh: -1%; FLuc modulator: -4%; Gal4-VP16 FLuc: -7%; BRCA1 expr act: 8.9µM*; ELG1 genotox: 15%; uPA surface inh: 3%; Rab9 promoter act: 24%
